KB-3-1 tox: qHTS assay for MDR1-selective chemotherapeutics: Primary screen using the parental adenocarcinoma cell KB-3-1; KB-3-1 viability, CellTiter-Glo ATP luminescence, 72 h; Potency, µM (highest dose often 46.1 µM), for inactives: at the highest dose activity change, negative = cytotoxic, actives largely listed as cytotoxic; 400,000 compounds, 1.4% hits; further: potency means the concentration at half of the fitted maximal effect; on the % scale 0 is the no-effect control and ±100 the full control effect; nearly all actives have a fitted effect of over 60% in size
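Cytotoxicity in the drug-sensitive parental line KB-3-1 was scored as loss of CellTiter-Glo luminescence following 72 h incubation with compound. Values come from curve fitting of normalized concentration-response data.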
HT1080 IDH1KD tx: qHTS for induction of synthetic lethality in tumor cells producing 2HG: qHTS for the HT-1080-IDH1KD cell line; HT-1080 IDH1 knockdown viability, ATP luminescence, 48 h; AID 686971, 2013; 360,000 compounds, 2% hits; Potency, µM (top dose mostly 46.1 µM), inactives show top-dose activity, negative = toxicity, usual class: cytotoxic;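 further: potency means the concentration at half of the fitted maximal effect; 0% = DMSO wells and -100% = cell-free medium wells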
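IDH1KD HT-1080 cells, 750/well, RPMI + 5% FBS; compound pinned after 2 h settling; 48 h, 37 °C; CellTiter-Glo luminescence; % activity normalised to DMSO and no-cell wells; curves fitted, classed by r2 and efficacy.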
IL-1B inflam inh: qHTS for Inhibitors of Inflammasome Signaling: IL-1-beta AlphaLISA Primary Screen. 360,000 compounds, 4.7% hits. activity change, % at 57.5 µM. THP-1 LPS/ATP IL-1B secretion, AlphaLISA, 16 h; stronger effect = lower value; in the data active means activity change below about -50%; inconclusive means mostly about -30% to -49%; further: on the % scale 0 is the no-effect control and ±100 the full control effect
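Secreted IL-1B measured by AlphaLISA bead assay after 16 h compound exposure of THP-1 cells; compounds (final up to 57.5 uM) added 1 h before LPS (250 ng/mL) and ATP (1.25 mM) stimulation; lower signal means less secretion.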
D3 antag: qHTS of D3 Dopamine Receptor Antagonist: qHTS; D3R cells, DiscoveRx beta-arrestin luminescence, antagonist mode; stronger effect = lower value; 360,000 compounds, 2.5% hits; D(3) dopamine receptor (Homo sapiens), P35462; max response, negative = inhibition, %; in the data active means max response below about -50%; inconclusive means no clear call, values can overlap the other calls; further: on the % scale 0 is the no-effect control and ±100 the full control effect; mostly tested at two doses, the higher about 12 µM
Target sequence (P35462 whole entry, looked up): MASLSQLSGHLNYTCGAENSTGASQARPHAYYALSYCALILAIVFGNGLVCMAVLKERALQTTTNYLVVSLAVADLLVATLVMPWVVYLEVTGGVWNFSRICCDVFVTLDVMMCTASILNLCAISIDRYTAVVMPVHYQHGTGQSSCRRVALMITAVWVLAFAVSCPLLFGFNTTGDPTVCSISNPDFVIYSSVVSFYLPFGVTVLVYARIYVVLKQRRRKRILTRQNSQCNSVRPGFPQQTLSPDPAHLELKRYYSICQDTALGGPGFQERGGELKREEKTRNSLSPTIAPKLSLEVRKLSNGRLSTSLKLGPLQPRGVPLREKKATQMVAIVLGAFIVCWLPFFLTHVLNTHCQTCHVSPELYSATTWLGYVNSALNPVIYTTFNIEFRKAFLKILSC
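Cells expressing the human receptor were seeded at 1500 cells/well, incubated overnight at 37 degrees C in 5% CO2, then exposed to library compounds with dopamine controls for 90 minutes at 37 degrees C before luminescent detection.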
GLP1R ag: qHTS of GLP-1 Receptor Agonists. Glucagon-like peptide 1 receptor (Homo sapiens), P43220. HEK293 GLP-1R CRE-luciferase, luminescence, 4-6 h; cells express a hypersensitive GLP-1R form. Potency, µM (top dose mostly 45.6 µM), without a hit: at the highest dose activation, actives largely listed as activators. 380,000 compounds, 0.007% hits. AID 624172, 2012; further: potency means the concentration at half of the fitted maximal effect; % of control where 0% means no effect
Target sequence (P43220 whole entry, looked up): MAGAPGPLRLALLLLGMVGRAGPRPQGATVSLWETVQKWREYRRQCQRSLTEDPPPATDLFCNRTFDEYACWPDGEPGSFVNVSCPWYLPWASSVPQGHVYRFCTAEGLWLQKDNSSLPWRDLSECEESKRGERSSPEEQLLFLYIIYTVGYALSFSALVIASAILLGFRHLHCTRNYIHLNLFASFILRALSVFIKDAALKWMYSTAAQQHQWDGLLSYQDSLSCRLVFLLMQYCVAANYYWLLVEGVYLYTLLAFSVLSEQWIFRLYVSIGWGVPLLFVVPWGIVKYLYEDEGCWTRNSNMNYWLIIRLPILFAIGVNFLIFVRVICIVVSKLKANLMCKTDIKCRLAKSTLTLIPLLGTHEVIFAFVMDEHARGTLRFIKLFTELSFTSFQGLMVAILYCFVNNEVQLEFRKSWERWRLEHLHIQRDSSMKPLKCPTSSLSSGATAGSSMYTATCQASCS
KB-V1 cytotox: qHTS assay for MDR1-selective chemotherapeutics: Primary screen using the drug-selected MDR subline cells KB-V1 | AID 1347076, 2019 | Potency, µM (series often up to 46.1 µM), for inactives: at the highest dose activity change, negative = cytotoxicity, hits mostly cytotoxic | KB-V1 MDR cells viability, CellTiter-Glo, 72 h | 400,000 compounds, 3.4% hits; further: potency means the concentration at half of the fitted maximal effect; on the % scale 0 is the no-effect control and ±100 the full control effect; nearly all actives have a fitted effect of over 60% in size
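Drug-selected KB-V1 cells, grown in DMEM lacking phenol red with 10% FBS, receive compound titrations; after three days at 37 degrees C, surviving cell ATP is quantified by CellTiter-Glo luminescence and responses normalized and curve-fitted.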
SW480 rereplic: A quantitative high throughput screen for small molecules that induce DNA re-replication in SW480 colon adenocarcinoma cells; SW480 DNA re-replication, Hoechst DNA content imaging, 48 h; Potency, µM (series often up to 46.1 µM), for inactives: top-dose re-replication activation, hits mostly activators; 340,000 compounds, 1.8% hits; AID 624297, 2012; further: potency means the concentration at half of the fitted maximal effect; % of control where 0% means no effect; nearly all actives have a fitted effect of over 55% in size
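SW480 cells exposed to compounds for 48 hr at 37 C, 5% CO2, then Hoechst-stained 40 min. Nuclear DNA content imaged by fluorescence scanning (405 nm excitation, 500-530 nm emission); re-replication scored as increased high-intensity nuclei.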
D3 ag: qHTS of D3 Dopamine Receptor Agonist: qHTS | D(3) dopamine receptor (Homo sapiens), P35462 | D3R DiscoveRx beta-arrestin cells, luminescence, 90 min | max activation, % | 410,000 compounds, 0.58% hits; in the data active means max activation above about 30%; further: 0% is about no effect; mostly tested at two doses, the higher about 12 µM
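Agonist-mode cell screen: cells plated at 1500/well and incubated overnight at 37 °C, then exposed to library compounds for 90 min at 37 °C. Detection reagent was added for 30–60 min at room temperature, and luminescence was read.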
HT1080NT lethal: qHTS for induction of synthetic lethality in tumor cells producing 2HG: qHTS for the HT-1080-NT fibrosarcoma cell line. HT-1080-NT fibrosarcoma viability, CellTiter-Glo ATP luminescence, 48 h. Potency, µM (top dose mostly 46.1 µM), without a hit: at the top dose activity, negative = less viability, most hits filed as cytotoxic. 360,000 compounds, 1.6% hits;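 further: NT is the 2HG producing partner of a matched IDH1 knockdown line; potency means the concentration at half of the fitted maximal effect; 0% = DMSO-treated cells and -100% = media-only wells without cells; nearly all actives have a fitted effect of over 55% in size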
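Luminescent CellTiter-Glo readout after 48 hours of compound exposure at 37 degrees C defined viability of HT-1080-NT cells. Activity was normalized to DMSO wells and cell-free media wells; concentration-response curves were fitted and assigned curve classes.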
The depositor's hits bear a star; & = joins results of further samples; ! = repeats disagree; [ ] = dose if it differs, or a comment. Unless noted, the call rests on the fitted dose curve; in most records, active means well fitted curve in the direction sought with a large enough effect; inconclusive means small, poorly fitted or top-dose-only effect, or another doubt; inactive means no such curve, though single readings can be large; an effect the other way counts as inactive or inconclusive.

What do the screens show for `OC(CN1CCN(c2cccc(Cl)c2)CC1)C(c1ccccc1)c1ccccc1` (stereo not drawn)?
KB-3-1 tox: -0.3%; HT1080 IDH1KD tx: inconclusive; IL-1B inflam inh: -18.6; D3 antag: -72.5*; GLP1R ag: -2.9%; KB-V1 cytotox: inconclusive; SW480 rereplic: -22.7%; D3 ag: -10.3; HT1080NT lethal: inconclusive

How did COc1ccc(OC)c(C(O)c2ncc(-c3cccc4ccccc34)[nH]2)c1 (stereo not drawn) do in these assays?
KB-3-1 tox: -0.2%; HT1080 IDH1KD tx: -21.3%; IL-1B inflam inh: 45.6; D3 antag: -11.8; GLP1R ag: -2.2%; KB-V1 cytotox: -16.2%; D3 ag: -11.8; HT1080NT lethal: -15.5%

What do the screens show for `CC(C)=CCSc1nnc([C@@H](NC(=O)OC(C)(C)C)C(C)C)o1`?
KB-3-1 tox: -3.4%; HT1080 IDH1KD tx: 1.4%; IL-1B inflam inh: 0.0; D3 antag: 17.8; GLP1R ag: 13.5%; KB-V1 cytotox: -19.4%; SW480 rereplic: 17.2%; D3 ag: 5.7; HT1080NT lethal: -3.0%[9.24 µM]

How did O=C(Cn1cnc2c(nnn2Cc2ccc(Cl)cc2)c1=O)OCc1ccccc1 do in these assays?
KB-3-1 tox: 17.3%; HT1080 IDH1KD tx: 0.0%; IL-1B inflam inh: -11.5; D3 antag: -13.9; GLP1R ag: -0.1%; KB-V1 cytotox: 7.7%; SW480 rereplic: -4.0%; D3 ag: 12.6; HT1080NT lethal: 0.0%

Results for CSc1nc(SCC(N)=O)c2c3c(sc2n1)CN(C)CC3 ?
KB-3-1 tox: 0.0%; HT1080 IDH1KD tx: 2.6%; IL-1B inflam inh: inconclusive; D3 antag: -53.7*; GLP1R ag: 3.1%; KB-V1 cytotox: -1.4%; SW480 rereplic: inconclusive; D3 ag: -12.1; HT1080NT lethal: -19.8%

Results for CCOC(=O)CC(=O)Nc1cc(Cl)ccc1O ?
KB-3-1 tox: 5.0%; HT1080 IDH1KD tx: 10.4%; IL-1B inflam inh: 7.1; D3 antag: 23.7; GLP1R ag: -1.8%; KB-V1 cytotox: 15.7%; SW480 rereplic: 1.2%; D3 ag: -2.1; HT1080NT lethal: 0.3%

How did COc1ccc(C)cc1NC(=O)c1nn(C)c(C(=O)Nc2cc(C)ccc2OC)c1[N+](=O)[O-] do in these assays?
KB-3-1 tox: 22.2%; HT1080 IDH1KD tx: -1.9%; IL-1B inflam inh: inconclusive; D3 antag: 3.4; GLP1R ag: -4.0%; KB-V1 cytotox: inconclusive; SW480 rereplic: -9.5%; D3 ag: 2.2; HT1080NT lethal: 11.6%

Results for CC1CCN(C(=O)CN(Cc2ccccc2)S(C)(=O)=O)CC1 ?
KB-3-1 tox: 19.0%; HT1080 IDH1KD tx: 14.6%; IL-1B inflam inh: -13.6; D3 antag: 6.1; GLP1R ag: 5.9%; KB-V1 cytotox: 19.9%; SW480 rereplic: -13.8%; D3 ag: 4.9; HT1080NT lethal: 12.2%

How did Cc1ccc(Oc2ccc(S(=O)(=O)N3CCOCC3)cc2C(N)=O)c(-n2nc3ccccc3n2)c1 do in these assays?
KB-3-1 tox: 6.51µM*; HT1080 IDH1KD tx: 4.11µM*; IL-1B inflam inh: 45.9; D3 antag: inconclusive; GLP1R ag: 8.2%; KB-V1 cytotox: 18.4µM*; SW480 rereplic: 5.17µM*; D3 ag: -11.6; HT1080NT lethal: inconclusive

How did COc1ccc(SC[C@H](C)CN2CC[C@H](C)CCC2=O)cc1 do in these assays?
KB-3-1 tox: 18.4µM*!; HT1080 IDH1KD tx: 7.2%; IL-1B inflam inh: -12.8; D3 antag: 8.2; GLP1R ag: 4.1%; KB-V1 cytotox: 8.2µM*!; SW480 rereplic: -0.6%; D3 ag: 14.4; HT1080NT lethal: 4.8%

A draw from above in order of SMILES length, ascending:
Results for CSc1nc(SCC(N)=O)c2c3c(sc2n1)CN(C)CC3 ?
KB-3-1 tox: 0.0%; HT1080 IDH1KD tx: 2.6%; IL-1B inflam inh: inconclusive; D3 antag: -53.7*; GLP1R ag: 3.1%; KB-V1 cytotox: -1.4%; SW480 rereplic: inconclusive; D3 ag: -12.1; HT1080NT lethal: -19.8%

Results for CC1CCN(C(=O)CN(Cc2ccccc2)S(C)(=O)=O)CC1 ?
KB-3-1 tox: 19.0%; HT1080 IDH1KD tx: 14.6%; IL-1B inflam inh: -13.6; D3 antag: 6.1; GLP1R ag: 5.9%; KB-V1 cytotox: 19.9%; SW480 rereplic: -13.8%; D3 ag: 4.9; HT1080NT lethal: 12.2%

How did Cc1ccc(Oc2ccc(S(=O)(=O)N3CCOCC3)cc2C(N)=O)c(-n2nc3ccccc3n2)c1 do in these assays?
KB-3-1 tox: 6.51µM*; HT1080 IDH1KD tx: 4.11µM*; IL-1B inflam inh: 45.9; D3 antag: inconclusive; GLP1R ag: 8.2%; KB-V1 cytotox: 18.4µM*; SW480 rereplic: 5.17µM*; D3 ag: -11.6; HT1080NT lethal: inconclusive

(continued)
How did COc1ccccc1-n1cnc2cc(NS(=O)(=O)c3ccccc3)ccc21 do in these assays?
KB-3-1 tox: -21.7%; HT1080 IDH1KD tx: -17.4%; IL-1B inflam inh: -2.8; D3 antag: 0.7; GLP1R ag: 6.4%; KB-V1 cytotox: 0.0%; SW480 rereplic: -2.6%; D3 ag: 2.1; HT1080NT lethal: -0.9%

How did Fc1cccc(CSc2nc3ncc(Cl)cc3[nH]2)c1 do in these assays?
KB-3-1 tox: inconclusive; HT1080 IDH1KD tx: -12.3%; D3 antag: 1.1; GLP1R ag: 7.0%; KB-V1 cytotox: -2.5%; SW480 rereplic: inconclusive; D3 ag: -3.1; HT1080NT lethal: -6.0%

Results for CCNc1nc(NCC)n2c(SC(C(=O)Nc3cc(C)ccc3OC)c3ccccc3)nnc2n1 (stereo not drawn) ?
KB-3-1 tox: -15.0%; HT1080 IDH1KD tx: -2.6%; IL-1B inflam inh: -103.5*; D3 antag: 16.2; GLP1R ag: 9.6%; KB-V1 cytotox: 0.0%; SW480 rereplic: 2.1%; D3 ag: -2.8; HT1080NT lethal: -1.1%

What do the screens show for `CC1(N=Cc2cc(Cl)ccc2O)COP(=O)(NC2CCCC2)OC1` (stereo not drawn)?
KB-3-1 tox: 0.1%; HT1080 IDH1KD tx: 20.2%; IL-1B inflam inh: 22.1; D3 antag: 3.9; GLP1R ag: -5.3%; KB-V1 cytotox: -4.1%; D3 ag: 1.7; HT1080NT lethal: 8.0%

How did CC(C)[C@@H](CO)NC(=O)[C@H]1O[C@@H](n2cnc3c(N)ncnc32)[C@H](O)[C@@H]1O do in these assays?
KB-3-1 tox: 0.0%; HT1080 IDH1KD tx: 10.0%; IL-1B inflam inh: -7.4; D3 antag: -9.8; GLP1R ag: 7.8%; KB-V1 cytotox: 0.4%; D3 ag: -3.0; HT1080NT lethal: 15.6%

Results for CC(O)CNCCCCOc1ccc(OCc2ccccc2)cc1 (stereo not drawn) ?
KB-3-1 tox: -12.2%; HT1080 IDH1KD tx: -23.7%; IL-1B inflam inh: -55.9*; D3 antag: -4.1; GLP1R ag: -1.1%; KB-V1 cytotox: -28.2%; SW480 rereplic: -2.5%; D3 ag: -3.5; HT1080NT lethal: inconclusive

How did CCOC(=O)c1nnn(CC(=O)NC(=O)Nc2cccc(CC)c2)c1C(=O)OCC do in these assays?
KB-3-1 tox: 3.2%&-7.5%; HT1080 IDH1KD tx: 4.4%; IL-1B inflam inh: 6.7; D3 antag: 13.3; GLP1R ag: 5.7%; KB-V1 cytotox: inconclusive; SW480 rereplic: -16.6%; D3 ag: 1.2&-7.2; HT1080NT lethal: -0.9%

Results for Cn1c(=O)c2cc(NC(=O)NCc3ccc(Cl)cc3Cl)ccc2n1Cc1ccc(F)cc1 ?
KB-3-1 tox: inconclusive; HT1080 IDH1KD tx: inconclusive; IL-1B inflam inh: 0.0; D3 antag: 14.8; GLP1R ag: -0.9%; KB-V1 cytotox: 1.0%; D3 ag: 1.1; HT1080NT lethal: -28.7%

How did CC(C)CN(C(=O)CN1CCc2ccccc21)c1c(N)n(CC(C)C)c(=O)[nH]c1=O do in these assays?
KB-3-1 tox: -0.3%; HT1080 IDH1KD tx: 11.8%; IL-1B inflam inh: 15.1; D3 antag: -5.3; GLP1R ag: -9.5%; KB-V1 cytotox: -7.1%; SW480 rereplic: 1.4%; D3 ag: 1.2; HT1080NT lethal: 8.9%

What do the screens show for `CCOC(=O)N1CCN(C(=O)CSc2ncccn2)CC1`?
KB-3-1 tox: 0.8%; HT1080 IDH1KD tx: 1.3%; IL-1B inflam inh: 7.1; D3 antag: 10.8; GLP1R ag: -9.0%; KB-V1 cytotox: 24.0%; SW480 rereplic: -3.6%; D3 ag: 4.7; HT1080NT lethal: 3.1%

Results for CC(C)CC(NC(N)=O)C(=O)NCCc1ccc(Cl)cc1Cl (stereo not drawn) ?
KB-3-1 tox: 0.9%; HT1080 IDH1KD tx: 3.6%; IL-1B inflam inh: 2.7; D3 antag: -12.4; GLP1R ag: -2.6%; KB-V1 cytotox: inconclusive; SW480 rereplic: inactive[1.84 µM]; D3 ag: -7.4; HT1080NT lethal: -3.3%

Source: PubChem (National Center for Advancing Translational Sciences (NCATS))
